OX1R antag-1: antagonists of human orexin 1 receptor (OX1R); OX1R-expressing cells, FRET antagonist read-out; inhibition, % at 6.6 µM; actives 1.8% (n = 330,000); AID 485270; in the data active = inhibition mostly above about 38%, no sharp cut-off; inactive = mostly below about 40%;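 note: 0% = agonist challenge alone and 100% = reference antagonist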
Target sequence (O43613 whole entry, looked up): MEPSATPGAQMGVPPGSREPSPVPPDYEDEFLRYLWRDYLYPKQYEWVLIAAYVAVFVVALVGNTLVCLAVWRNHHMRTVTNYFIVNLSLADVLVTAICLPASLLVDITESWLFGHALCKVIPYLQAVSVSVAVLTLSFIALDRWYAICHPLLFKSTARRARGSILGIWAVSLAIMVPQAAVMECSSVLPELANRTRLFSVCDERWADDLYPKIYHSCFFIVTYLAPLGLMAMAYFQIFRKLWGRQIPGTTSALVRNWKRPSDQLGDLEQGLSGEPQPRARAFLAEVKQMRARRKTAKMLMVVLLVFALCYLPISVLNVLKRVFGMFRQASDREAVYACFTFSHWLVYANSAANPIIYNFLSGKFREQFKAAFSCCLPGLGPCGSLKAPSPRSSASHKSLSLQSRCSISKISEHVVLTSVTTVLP
STK33 kinase inh: blocks human STK33 kinase activity; Q9BYT3; purified STK33, MBP phosphorylation, ADP-Glo luminescence; inhibition, % at 10 µM; actives 0.073% (n = 320,000); AID 2661;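 active = inhibition at or above 25%, using the most active replicate where run in duplicate; inactive = inhibition below 25%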
Target sequence (Q9BYT3 whole entry, looked up): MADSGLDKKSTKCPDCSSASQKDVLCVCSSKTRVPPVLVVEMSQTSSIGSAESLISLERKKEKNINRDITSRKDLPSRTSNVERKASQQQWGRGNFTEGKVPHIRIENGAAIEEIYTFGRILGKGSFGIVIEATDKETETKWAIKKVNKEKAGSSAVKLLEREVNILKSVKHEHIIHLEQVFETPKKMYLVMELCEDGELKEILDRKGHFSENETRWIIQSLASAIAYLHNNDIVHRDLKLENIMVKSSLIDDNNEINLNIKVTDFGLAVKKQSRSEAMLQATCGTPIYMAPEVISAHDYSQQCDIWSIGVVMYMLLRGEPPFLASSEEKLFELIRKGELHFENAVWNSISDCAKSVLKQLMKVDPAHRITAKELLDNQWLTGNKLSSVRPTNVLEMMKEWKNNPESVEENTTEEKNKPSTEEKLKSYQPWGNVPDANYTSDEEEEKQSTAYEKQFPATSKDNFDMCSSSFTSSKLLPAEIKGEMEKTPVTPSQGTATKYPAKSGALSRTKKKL
OX1R antag-2: antagonists of human orexin 1 receptor; CHO/OX1R cells, Fluo-8 calcium fluorescence, orexin A; actives 0.43% (n = 330,000); AID 434989; inhibition, % at 5 µM; O43613;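 active = inhibition above its plate's threshold, mean inhibition of all tested compounds on the plate plus 3 SD, cut at about 37% in these data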;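 note: 0% = orexin A challenge wells and 100% = SB-334867-A antagonist wells; not every result past the cut was called active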
* marks the source's active call; other numbers are inactive results; · = not tested or not shown. This is a random part of the collection (roughly 2.2% active in at least one column).

entry	structure	OX1R antag-1	STK33 kinase inh	OX1R antag-2
1	CCOC(=O)C1=NN(c2ccccc2)C2C(=O)N(c3ccccc3OC)C(=O)C12 (configuration not stated)	14.5	-1.0	-24.2
2	CCc1noc(C)c1C(=O)N(CCOC)c1c(N)n(CC(C)C)c(=O)[nH]c1=O	26.9	-0.9	-3.7
3	COC(=O)c1cccc(-n2nnnc2SCC(=O)Nc2cc(C)on2)c1	17.8	-1.8	-28.7
4	CC(=O)c1cccc(NC(=O)CN2C(=O)NC(C)(c3ccc4c(c3)OCCCO4)C2=O)c1 (configuration not stated)	2.0	3.1	-12.3
5	CC1(C)CC(=O)C(Sc2nnc(-c3ccc(NS(C)(=O)=O)cc3)n2Cc2ccco2)C(=O)C1	11.7	-0.7	7.1
6	Nc1nc(F)nc2c1ncn2[C@@H]1O[C@H](CO)[C@@H](O)[C@@H]1O	6.2	-2.1	-0.1
7	CCOC(=O)C1=C(N)n2c(s/c(=C/c3ccco3)c2=O)=C(C(=O)OC)C1c1ccco1 (configuration not stated)	4.1	-0.4	4.4
8	CC(=Nc1ccc(C)cc1)c1sc2ccccc2c1O	7.5	0.0	0.0
9	COc1ccc(C2=Nn3c(nnc3-c3ccccc3Cl)SC2)cc1OCC1CC1	19.8	0.7	3.3
10	CC(C)(C)[C@@H]1C=C(C(N)=O)O[C@H](OCc2ccc(CO)cc2)C1	14.3	0.8	2.7
11	O=C(CCSCc1ccc(Cl)cc1)NCc1ccco1	4.4	-1.1	-23.5
12	O=C(Cc1ccc([N+](=O)[O-])cc1)N1CCc2ccccc2C1	25.4	-0.2	-38.4
13	O=C(CSc1nnc2ccccn12)NCCc1ccc(F)cc1	13.1	-1.6	-20.5
14	Cc1cccc(NC(=S)NNC(=O)c2ccc(Br)o2)c1	-2.3	-1.2	-11.6
15	CCOC(=O)C1(C)NC(c2cccs2)C2C(=O)N(c3ccc(OC)cc3)C(=O)C21 (configuration not stated)	0.6	1.1	-9.9
16	COc1cc(NC(=O)CSc2nccc(C)n2)c(C(=O)O)cc1OC	10.7	-1.7	0.2
17	CCCOc1ccc2oc(=O)c3c(c2c1)CCCN3C(=O)CN1CCN(c2ncccn2)CC1	15.3	0.2	-14.5
18	CCOC(=O)C1=C(C)NC(=O)NC1c1ccccc1OCc1c(F)cccc1Cl (configuration not stated)	58.9	-0.3	0.4
19	COc1ccc(CNC(=O)c2onc(C)c2Cl)cc1	3.3	-1.1	-18.5
20	Cc1ccc(-c2onc3ccc(Br)cc23)cc1	9.4	0.7	-13.6
21	Cc1ccc(SCc2nc(-c3cccnc3)no2)cc1	7.0	2.1	-27.3
22	Cc1ccc(C(=O)COC(=O)c2ccc3c(c2)C(=O)N(c2cccc4ncccc24)C3=O)cc1	11.9	-0.8	-8.1
23	CC(=O)c1ccc2c3c(cccc13)C(=O)N(CCc1ccccc1)C2=O	12.4	0.0	-37.0
24	CNC(=S)N(CCO)Cc1cc2cc3c(cc2[nH]c1=O)OCCO3	-0.2	0.9	-4.9
25	CCn1c(SCC(=O)NC(=O)Nc2ccc3c(c2)OCCO3)nnc1-c1cccs1	0.3	-0.2	-29.9
26	O=C(CSc1nnc2ncccn12)Nc1cccc2ccccc12	-1.3	-0.6	6.2
27	CCCCc1nc2cc(C(=O)NCc3nccn3CC)ccc2o1	2.7	-0.2	-27.8
28	O=C(NCc1ccc(Cl)c(Cl)c1)c1ccc2c(c1)OCO2	22.2	-0.2	-18.7
29	CC(=O)Nc1ccc(S(=O)(=O)NCCC(=O)OCc2nnc(-c3ccccc3)o2)cc1	8.2	0.2	-13.1
30	S=C1NCCc2ccccc2C1c1ccccc1Cl (configuration not stated)	17.3	-1.3	-11.4
31	Cc1ccc(-n2c(SCC(=O)N3Cc4ccccc4CC3C(=O)O)nnc2-c2cccnc2)c(C)c1 (configuration not stated)	1.7	-1.7	5.5
32	CCC(C)C(NC(=O)C(C)NC(=O)CNC(=O)OC(C)(C)C)C(N)=O (configuration not stated)	16.9	-0.4	-7.2
33	O=C(CCN1C(=O)c2ccccc2C1=O)NCc1ccco1	12.0	-0.1	-25.2
34	O=C(O)c1ccccc1C(=O)c1ccc(Oc2ccccc2)cc1	48.7	-1.2	-9.6
35	Cc1nn(CC(=O)N2CCN(S(=O)(=O)c3ccccc3)CC2)c(C)c1[N+](=O)[O-]	-0.1	-1.6	-21.3
36	CCCCOc1ccc(/C=C/C(=O)Nc2ccc(C(N)=O)cc2)cc1	8.4	-1.4	12.0
37	CCN(Cc1nc2ccccc2c(=O)[nH]1)C(=O)c1cccc(S(=O)(=O)N2CCc3ccccc32)c1	11.7	-1.4	-19.5
38	Cc1nonc1C(=O)N/N=C/c1ccc(O)c(O)c1	4.3	3.4	4.0
39	S=c1[nH]cc(-c2ccccc2)n1-c1ccccc1Cl	1.7	0.2	-10.9
40	O=C(CSc1nnc(CNC(=O)c2ccccc2)o1)Nc1ccc2c(c1)OCCO2	23.2	0.5	2.2
41	N#Cc1ncc(-c2ccc3c(c2)OCCOCCOCCOCCO3)nc1C#N	116.6*	6.8	-4.8
42	CC(=O)Nc1nc(C2COc3ccccc3O2)cs1 (configuration not stated)	11.6	0.9	-8.1
43	COC(=O)C1=C(C)N(CC(C)C)C(=O)/C1=C\c1cccs1	23.5	-0.3	-24.9
44	c1ccc(C(c2ccccc2)N2CCN(c3ccc4ccccc4n3)CC2)cc1	14.7	-1.1	-13.8
45	CCCC(=O)Nc1ccc(NC(=O)c2cccc(OC)c2)cn1	24.3	-2.6	-14.5
46	COc1ccc(NC(=O)c2sc3nc(C)cc(C)c3c2N)c(OC)c1	12.2	-1.5	-15.9
47	COC(=O)c1ccc(S(=O)(=O)NC(C)(C)C)n1C	-0.7	-1.0	-0.3
48	Cc1ccc(Cn2c(NS(=O)(=O)c3ccccc3)nc3ccccc32)cc1	3.2	-1.4	-33.1
49	Cc1ccccc1[C@]1(C)ON(c2ccccc2C(F)(F)F)C1=O	0.1	0.0	-8.8
50	CCC(C)(C)n1nnnc1C(c1ccc2ncccc2c1)N1CCN(c2ccc(O)cc2)CC1 (configuration not stated)	11.7	-0.2	-19.6
51	Cc1cccc(-n2ncc3c(N4CCCc5ccccc54)ncnc32)c1	19.4	-1.4	-29.2
52	CCOc1cc(/C=N/NC(=O)CSc2nnc(C)s2)ccc1OCc1ccccc1Cl	29.6	-1.3	-24.2
53	Cc1[nH]c2ccccc2c1SCC(=O)NC1CCCCC1	14.1	-0.9	-12.4
54	COc1ccc(S(=O)(=O)Cc2ccc(C(=O)N3CCc4ccccc4C3)o2)cc1	8.8	0.1	-34.1
55	COc1cccc(CN(C)CC(=O)Nc2cccc(S(N)(=O)=O)c2)c1OC	11.2	-3.0	-10.9
56	O=C(NC1CCCCC1)c1ccc(-c2cccc([N+](=O)[O-])c2)o1	8.0	1.0	-4.5
57	CCSc1nnc(NC(=O)c2ccccc2C)s1	12.9	-2.7	-9.2
58	CCN(CC)c1ccc(C=Nc2cccnc2Cl)c(O)c1	10.7	0.4	-24.4
59	CC(=O)NNc1ncnc2c1cnn2-c1ccccc1	11.3	0.6	14.2
60	CC(=O)Nc1cccc(-c2nnc(SCc3ccccc3C#N)n2C)c1	8.3	-2.4	-9.6

Two of the compounds above, field by field:
(59) CC(=O)NNc1ncnc2c1cnn2-c1ccccc1
- OX1R antag-1: 11.3
- STK33 kinase inh: 0.6
- OX1R antag-2: 14.2

(60) CC(=O)Nc1cccc(-c2nnc(SCc3ccccc3C#N)n2C)c1
- OX1R antag-1: 8.3
- STK33 kinase inh: -2.4
- OX1R antag-2: -9.6

Carrying on.
entry	structure	OX1R antag-1	STK33 kinase inh	OX1R antag-2
61	CC(C)(C)c1ccc(C(=O)C2CCCN(C(=O)CN3CCCC3=O)C2)cc1 (configuration not stated)	10.1	-0.3	-28.2
62	Cc1nc2ccc(NC(=O)c3cc([N+](=O)[O-])cc([N+](=O)[O-])c3Cl)cc2s1	19.4	1.9	14.9
63	Cc1ccc(C2(C)NC(=O)N(CC(=O)NCCC3=CCCCC3)C2=O)cc1 (configuration not stated)	12.5	-0.9	-23.6
64	O=c1cc(Nc2ccc3c(c2)OCCO3)[nH]c(=O)n1C1CCCCC1	11.9	-3.4	-18.4
65	CCC(Sc1ccccn1)C(=O)Nc1nnc(C)s1 (configuration not stated)	7.8	0.5	-16.3
66	COCCCNS(=O)(=O)c1cc2c3c(c1)C(C)C(=O)N3CCC2 (configuration not stated)	3.5	0.7	4.2
67	OC(COCC(F)(F)C(F)(F)C(F)(F)C(F)F)Cn1c2ccccc2c2ccccc21 (configuration not stated)	11.9	-0.6	-12.7
68	CCOc1ccc(-c2cc3cc(OC)c(OC)cc3c(C)n2)cc1	24.9	-0.2	-42.4
69	O=C(CSc1nnc(NCc2ccccc2)s1)NC1CCS(=O)(=O)C1 (configuration not stated)	0.8	-0.9	-4.8
70	CC1CCN(C(=O)c2cc3ccccc3c(=O)o2)CC1	5.1	-0.5	-5.0
71	COc1cccc(/C(O)=C/C(=O)C(=O)Nc2ccc(S(=O)(=O)NC(C)=O)cc2)c1	12.2	0.9	-2.5
72	COc1cccc(CN(C)Cc2nc(Cc3ccccc3Cl)no2)c1	7.4	-1.3	-26.1
73	Cc1ccc(NC(=O)CCN2C(=O)c3ccccc3C2=O)cc1C	15.1	0.0	-27.7
74	CCN(CC)C(=O)N1CCc2ccccc21	13.8	-0.2	-15.5
75	O=C(COc1ccc2ccccc2c1)NNC(=O)c1ccc([N+](=O)[O-])cc1	19.7	0.2	-3.2
76	COCC(=O)Nc1cc(C(=O)Nc2ccccc2C)ccc1Cl	7.4	-0.9	-3.9
77	CSc1nc(N(C)NC(=O)c2cccc(C)c2)c2ccccc2n1	14.4	-0.1	-29.2
78	CCC1=C(OC(=O)N(CC)CC)N2C(=O)OC(=NCC3CC3)[C@]2(C)[C@H]2C1=CC[C@H]1C(=O)N(C)C(=O)[C@H]12	10.0	-1.3	-20.4
79	C=C1C[C@@]23CCC4[C@@](C)(CCC[C@@]4(C)C(=O)OC)C2CC[C@]1(OC(C)=O)C3 (some centres not stated)	-3.8	0.0	-30.4
80	COC(=O)Cn1c(Cc2ccccc2)nc2ccccc21	2.8	-1.2	-9.3
81	Cc1ncc(N=Nc2ccc(F)cc2)c(-c2ccc(Cl)cc2)n1	12.5	-0.4	0.4
82	CCCCCC(O)(CCN1CCCCC1)c1ccccc1 (configuration not stated)	-10.3	-0.5	-13.5
83	CCN=C(N/N=C/c1ccc([N+](=O)[O-])cc1)SC	88.4*	-0.8	-25.6
84	CCOCCCNc1nc2nc3ccc(C)cn3c(=O)c2cc1C(=O)NCC1CCCO1 (configuration not stated)	111.5*	-0.4	-9.5
85	COc1ccc(C(=O)Nc2sc(C)c(C)c2CN2CCOCC2)cc1	-2.3	-1.1	-29.4
86	O=C(O)C1C(c2ccccc2)C(C(=O)Oc2ccc(O)cc2)C1c1ccccc1 (configuration not stated)	4.4	-0.5	-17.4
87	Cc1cccc(OCc2nn[nH]n2)c1C	11.9	-2.9	3.4
88	COc1ccc(C(=O)c2c[nH]cc2-c2ccccc2)cc1	21.7	-2.4	-3.3
89	O=C(OCC(=O)N1CCOCC1)c1ccc[nH]c1=O	6.9	-0.9	-0.7
90	CCN(c1ccccc1)S(=O)(=O)c1ccc2[nH]cc(C(=O)NCCOC)c(=O)c2c1	-4.0	0.6	-4.0
91	O=C(Nc1cccc(Cl)c1)c1ccc(-n2cncn2)c([N+](=O)[O-])c1	9.8	-0.4	-17.9
92	Cc1n[nH]c(=S)n1-c1cccc(Cl)c1	11.6	0.1	-8.5
93	CCOP(=O)(OCC)C(NC(=O)Nc1c(C)cc(C)cc1C)c1ccccc1 (configuration not stated)	18.9	0.6	-32.4
94	O=C(Cn1nc(-c2ccccc2)c2ccccc2c1=O)NCCO	8.2	-1.0	-23.8
95	Cc1ncc(CO)c(/C=N/NC(=O)c2cc(Br)ccc2O)c1O	-6.6	1.0	-6.6
96	CCOc1ccc2nc(SCC(=O)Nc3cc(C)on3)c(C)cc2c1	27.3	1.5	-25.2
97	CCN1C(=O)N(CC)c2cccc3cccc1c23	3.0	-0.8	-18.8
98	O=C(NNc1nc(-c2ccccc2)c2cc(Br)ccc2n1)c1ccc(S(=O)(=O)N2CCOCC2)cc1	3.3	0.1	-6.9
99	CCCc1cc(=O)n2[nH]c(NCc3ccccc3F)nc2n1	25.4	0.4	-14.2
100	Cc1cccc(OCCCC(=O)NNC(=O)c2ccc(F)cc2)c1	2.2	-0.8	-10.6
101	CCOC(=O)c1nnn(-c2nc(N3CCCC3)nc(N3CCCC3)n2)c1-c1ccccc1	9.0	-0.1	-18.7
102	CN1/C(=C/C(=O)c2ccc(Cl)cc2)Sc2cc3c(cc21)OCO3	15.7	-2.0	-2.8
103	CCOC(=O)c1c(C)nc2sc3c(=O)n(-c4ccc(OC)cc4)cnc3c2c1-c1ccc(OC)cc1	8.1	-0.7	-30.8
104	Cc1cc(C)n(C2CC(=O)N(c3ccc(Cl)c(Cl)c3)C2=O)n1 (configuration not stated)	2.8	0.0	-15.9
105	COc1ccc(N2CC(C(=O)Nc3cc(C)ccn3)CC2=O)cc1 (configuration not stated)	5.4	0.6	-5.8
106	Cc1nc2ccc(Br)cc2c2c1CC(CO)O2 (configuration not stated)	-0.5	0.7	-11.0
107	CCOC(=O)c1cc(=O)n2nc(-c3ccccc3F)nc2s1	11.2	·	-17.8
108	Cc1ccc(S(=O)(=O)Cc2nc3ccccc3c(=O)[nH]2)cc1	8.7	-1.5	2.8

Among those listed so far, 2 have a cyano group.
entry	structure	OX1R antag-1	STK33 kinase inh	OX1R antag-2
41	N#Cc1ncc(-c2ccc3c(c2)OCCOCCOCCOCCO3)nc1C#N	116.6*	6.8	-4.8
60	CC(=O)Nc1cccc(-c2nnc(SCc3ccccc3C#N)n2C)c1	8.3	-2.4	-9.6
